Compound activity from PubChem.
TNFa cytotox: cytotoxicity in TNFa-stimulated HUVEC, primary screen, cytotoxicity control for VCAM1 expression modulator project, imaging, Hoechst nuclei count. HUVEC TNFalpha-stimulated, Hoechst cell count. cell count reduction, % at 2 µM. 93,000 compounds, 0.17% hits. AID 848, 2007;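 active = cell count reduction exceeding the screen mean by over 5 SD, scaled to untreated wells per plate, cut at about 78% in these data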;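 also: cells counted after 24 h of TNF alpha exposure following the 1 h pretreatment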
DAT uptake mod: changed hDAT dopamine uptake under cocaine IC80, either direction, primary screen, cocaine antagonist project, cell-based, LLC-PK1 hDAT, [14C]-dopamine uptake, MLSMR; Sodium-dependent dopamine transporter (Homo sapiens), Q01959; LLC-PK1 hDAT cells, [14C]-dopamine uptake with cocaine IC80; actives deviate in either direction; B-score at 10 µM; 110,000 compounds, 1.3% hits; AID 449768, 2010;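 active = Z score or B-score, a plate-position-corrected score, falls beyond the plate's 99.7% confidence bounds, in either direction; inactive = both scores lie inside the 99.7% bounds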;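 also: scored against the spread of the other compound wells on the same plate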
Target sequence (Q01959 whole entry, looked up): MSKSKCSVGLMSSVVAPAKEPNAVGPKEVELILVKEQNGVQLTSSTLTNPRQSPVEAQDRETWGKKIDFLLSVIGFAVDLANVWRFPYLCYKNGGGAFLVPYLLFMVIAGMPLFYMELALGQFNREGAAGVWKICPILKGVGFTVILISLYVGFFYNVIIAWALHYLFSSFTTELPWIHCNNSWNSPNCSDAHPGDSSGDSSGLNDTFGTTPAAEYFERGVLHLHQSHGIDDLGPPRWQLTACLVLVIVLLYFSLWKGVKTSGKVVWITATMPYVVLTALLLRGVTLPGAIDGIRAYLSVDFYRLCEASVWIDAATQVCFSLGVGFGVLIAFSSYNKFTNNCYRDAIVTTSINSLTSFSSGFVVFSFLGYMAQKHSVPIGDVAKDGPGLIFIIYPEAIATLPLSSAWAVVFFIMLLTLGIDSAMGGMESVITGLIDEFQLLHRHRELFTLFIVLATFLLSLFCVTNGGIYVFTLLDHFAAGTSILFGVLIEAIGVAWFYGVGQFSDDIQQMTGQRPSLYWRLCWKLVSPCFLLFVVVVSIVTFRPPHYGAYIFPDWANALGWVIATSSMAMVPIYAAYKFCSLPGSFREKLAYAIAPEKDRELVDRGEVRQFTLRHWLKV
E coli WT exp: growth inhibitors of wild-type E. coli, primary screen, strain BW25113, expanded library, OD600. OD600 absorbance. growth inhibition, % at 100 µM. 98,000 compounds, 0.15% hits;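 active = growth inhibition above about 50% at one test dose, limit read from the data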;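 also: growth measured after 20 h incubation at 37 °C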
PLK1 kinase inh: human PLK1 kinase inhibitors, primary screen, biochemical, TR-FRET; recombinant PLK1 kinase, TR-FRET peptide phosphorylation; inhibition, % at 10 µM; 97,000 compounds, 0.53% hits; AID 619, 2007;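 active = inhibition of 50% or more in the single-concentration screen; inactive = inhibition below 50%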;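 also: 0% = DMSO max control and 100% = H-89 dihydrochloride min control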
sEH inhibitor: soluble epoxide hydrolase inhibitors, primary screen, biochemical, human sEH; Bifunctional epoxide hydrolase 2 (Homo sapiens), P34913; recombinant human sEH enzymatic activity assay; AID 707, 2007; 91,000 compounds, 0.34% hits; inhibition, % at 2 µM; in the data active = inhibition above about 80%; also: values of inactives mirror those of a sister screen read the other way; many of its hits are not listed in these tables
IL1B cytotox: cytotoxicity in IL-1B stimulated HUVEC, primary screen, cytotoxicity control for IL-1B NFkB translocation project, imaging, Hoechst nuclear count, IL-1B stimulus. HUVEC cell count loss. cell count reduction, % at 2 µM. 94,000 compounds, 0.41% hits. AID 845, 2007;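 active = cell count reduction more than 3 SD above the screen-wide mean, cut at about 70% in these data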;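 also: normalized per plate to untreated control cells as the no-loss baseline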
VCAM1 TNFa inh: inhibitors of TNFa-induced VCAM1 expression, primary screen, imaging, HUVEC, TNFa stimulus, immunofluorescence; HUVEC TNFa-induced VCAM-1 immunofluorescence, high-content imaging; inhibition, % at 2 µM; 95,000 compounds, 0.48% hits;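 active = inhibition above the batch mean plus 3 SD, with images confirmed as a hit by eye, cut at about 37% in these data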;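 also: 0% = TNF-stimulated DMSO wells and 100% = unstimulated control wells; not every result past the cut was called active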
F-actin modifier: modifiers of F-actin cytoskeleton organization, primary screen, imaging, HUVEC, phalloidin staining, high-content imaging. HUVEC TNFa F-actin phalloidin imaging. inhibition, % at 2 µM. 91,000 compounds, 0.18% hits. AID 836, 2007;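 active = inhibition above the batch mean plus 3 SD and confirmed as a hit by visual image inspection, cut at about 30% in these data, passing the limit was not always enough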; also: strong numbers were not always called active
PLK1 PBD inh: Plk1 polo box domain binding inhibitors, primary screen, biochemical, fluorescence polarization. Plk1 PBD phosphopeptide binding. inhibition, %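 (tested at about 20 µM)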. 97,000 compounds, 0.13% hits; in the data active = inhibition above about 34%, passing the limit was not always enough
* hit, by the source's call; · = no result given.

| item | mol | TNFa cytotox | DAT uptake mod | E coli WT exp | PLK1 kinase inh | sEH inhibitor | IL1B cytotox | VCAM1 TNFa inh | F-actin modifier | PLK1 PBD inh |
| --- | --- | --- | --- | --- | --- | --- | --- | --- | --- | --- |
| 1 | CCS(=O)(=O)c1ccc(O)c(N2C(=O)C3C4C=CC(C4)C3C2=O)c1 (stereo unspecified) | -25 | -0.45 | -1 | -5 | 7 | -11 | 4 | 2 | -2 |
| 2 | CCN(CCNC(=O)C1CCN(S(=O)(=O)c2cccc3nsnc23)CC1)c1ccccc1 | -6 | 0.23 | 6 | 7 | 43 | -16 | 14 | -98 | -6 |
| 3 | CCOc1ccc(C(=O)NCc2cccs2)cc1 | -53 | · | 13 | -11 | 3 | -12 | 16 | 45 | -3 |
| 4 | Cc1ccc(C)c(/C(O)=C2\C(=O)C(=O)N(Cc3cccnc3)C2c2cccnc2)c1 (stereo unspecified) | -2 | -0.8 | -4 | -15 | -5 | -6 | -5 | -11 | 2 |
| 5 | COCCCn1nnnc1SCC(=O)N1CCCC1 | 3 | -0.53 | 2 | -12 | 6 | -1 | 14 | -6 | 10 |
| 6 | CCCCCC/C(=N\NS(C)(=O)=O)c1ccccc1 | 2 | -0.24 | -4 | -4 | 8 | -15 | 8 | -19 | -1 |
| 7 | Cc1ccccc1C(=O)N1CCC(C(N)=O)CC1 | -8 | -0.05 | -1 | -3 | 5 | -2 | 17 | · | -10 |
| 8 | O=C(O)CSc1nc2ccccc2o1 | -19 | -8.6* | -21 | -2 | -8 | -33 | -10 | -11 | -16 |
| 9 | Cc1c(OCc2ccccc2)c(=O)ccn1Cc1ccccc1 | -1 | 1.2 | -8 | 0 | 8 | 0 | -16 | 4 | -16 |
| 10 | CCOc1ccc(C2C(C(=O)c3ccco3)=C(O)C(=O)N2CCN(C)C)cc1 (stereo unspecified) | -8 | · | -6 | -14 | -2 | -21 | -11 | -13 | -14 |
| 11 | CCOC(=O)c1cc2c(=O)n3cccc(C)c3nc2n(Cc2ccco2)c1=NC(=O)c1cccnc1 | 5 | 0.44 | -3 | -6 | -22 | 19 | -1 | -30 | -2 |
| 12 | COc1ccc(C(=O)COC(=O)CCn2nnc(-c3cccs3)n2)cc1 | -4 | -0.83 | -15 | -5 | 3 | -9 | 25 | -2 | 4 |
| 13 | COc1cccc2cc(C(=O)N(Cc3ccccc3)CC3CCCO3)c(=O)oc12 (stereo unspecified) | -8 | 0.42 | · | -11 | -12 | 4 | 4 | -16 | -2 |
| 14 | CCC(=O)Nc1ccccc1N1CCN(S(C)(=O)=O)CC1 | -28 | -0.051 | 3 | -9 | -7 | -11 | -19 | -4 | -7 |
| 15 | Cc1cc(C)nc(N2CCCC(C(=O)Nc3nnc(C(C)C)s3)C2)n1 (stereo unspecified) | 11 | 0.31 | · | -28 | 9 | 18 | -14 | -7 | -3 |
| 16 | O=C(Nc1ccccc1)OCCNC(=O)c1ccccc1 | -7 | -0.26 | 12 | -12 | -24 | -66 | 20 | -10 | 6 |
| 17 | Nc1nc(N2CCCCC2)nc(N(c2ccccc2)c2ccccc2)n1 | -26 | -0.93 | -1 | -22 | 10 | -35 | 3 | 16 | 5 |
| 18 | S=C(Nc1ccccc1)Nc1cc(Cl)ccc1Oc1ccccc1 | -14 | 1.1 | -3 | -1 | -4 | -9 | -2 | 4 | -17 |
| 19 | O=C(CC1CCCC1)Nc1nnc(C2CC2)s1 | 12 | 1 | -2 | -14 | -1 | -5 | 8 | -6 | -25 |
| 20 | COc1ccc(-n2ncc3c(NC(C)C)ncnc32)cc1 | -1 | 1.1 | 7 | -5 | 5 | -2 | -9 | 8 | -9 |
| 21 | CCn1c(NC(=O)c2ccc(F)cc2)c2ccccc2nc1=O | · | -0.66 | 0 | -12 | · | · | · | · | -12 |
| 22 | Cc1cc([N+](=O)[O-])ccc1NCc1ccccc1 | 15 | -0.026 | 6 | -5 | 3 | -25 | 7 | 23 | -2 |
| 23 | CCN(CCCNC(=O)CCc1nc(-c2ccc(C)cc2)no1)c1cccc(C)c1 | -13 | 0.068 | -16 | -7 | 34 | -28 | 9 | -2 | -7 |
| 24 | Cc1cc(N=Cc2cc(Br)ccc2O)no1 | · | -1.2 | 8 | -7 | 1 | -17 | -32 | -6 | -9 |
| 25 | Cc1cc(NC(=O)c2ccc3c(c2)C(=O)N(CCC(C)C)C3=O)no1 | · | -0.57 | -2 | -10 | 6 | -44 | · | · | 11 |
| 26 | COC(=O)c1ccc(NC(=S)NCCc2cccc(C)c2)cc1 | 13 | 0.82 | 6 | -9 | 15 | -19 | 8 | -16 | 14 |
| 27 | O=C(CSc1nc(-c2ccccc2)c(-c2ccccc2)[nH]1)N1CCN(S(=O)(=O)c2ccccc2)CC1 | -16 | 0.25 | -27 | -11 | -5 | -27 | -4 | -2 | 2 |
| 28 | O=C(Nc1cccnc1)c1cccs1 | 51 | -0.03 | 1 | -10 | -1 | -18 | 25 | -36 | -2 |
| 29 | OCCN(Cc1ccccc1)Cc1ccc(C(F)(F)F)cc1 | -21 | 0.24 | 14 | -8 | -1 | 11 | 9 | -3 | -3 |
| 30 | O=C(CSc1nnc(-c2cccs2)n1CC1CCCO1)c1cc2ccccc2o1 (stereo unspecified) | -13 | · | 3 | -22 | -7 | -7 | 2 | 12 | -30 |
| 31 | CCCCN1C(=O)CC(N2CCOCC2)C1=O (stereo unspecified) | -11 | -0.92 | 3 | -7 | 10 | 7 | 3 | -10 | -1 |
| 32 | COc1ccc(CSc2nc(CSC)cc(N3CCOCC3)n2)cc1 | -19 | -0.68 | 0 | 12 | -3 | -24 | 7 | 1 | 3 |
| 33 | Cc1nc2ccccc2n1S(=O)(=O)c1ccc(S(=O)(=O)N2CCCCCC2)cc1 | -10 | -0.63 | 3 | -8 | -6 | 10 | -3 | -8 | 8 |
| 34 | C/C(=C\c1ccccc1)C(=O)Nc1cc(C)on1 | -6 | -0.43 | 4 | 4 | -1 | -1 | 30 | · | 22 |
| 35 | COc1cccc(Nc2ncnc3c2cnn3-c2cccc(C)c2)c1 | -11 | -0.13 | -6 | -15 | 4 | -9 | -14 | 6 | 15 |
| 36 | Cc1ccccc1NC(=O)Cn1nc(C(F)(F)F)cc1C1CC1 | -8 | -0.25 | 7 | -5 | -7 | 4 | -54 | 3 | 1 |
| 37 | CC(C)(C)C1CCc2c(sc3c2C(=O)NC(c2ccco2)N3)C1 (stereo unspecified) | -13 | 0.28 | 3 | -13 | -12 | -6 | 12 | -6 | -7 |
| 38 | O=C(NCc1ccc(F)cc1)C1C2C=CC3(CN(Cc4cccnc4)C(=O)C13)O2 (stereo unspecified) | -12 | -0.095 | 0 | -8 | -14 | 12 | 4 | 11 | -20 |
| 39 | CCCc1cc(=O)[nH]c(SCC(=O)NC2CCCCC2)n1 | -49 | -0.069 | 0 | -27 | 4 | -25 | 28 | 26 | -8 |
| 40 | COc1ccc(NC(=O)C(NC(C)=O)C(=O)NCc2ccccc2Cl)cc1 (stereo unspecified) | 13 | 0.6 | -7 | -11 | 18 | 21 | 0 | 3 | -20 |
| 41 | O=C(/C=C/c1cccc([N+](=O)[O-])c1)NCC1CCCO1 (stereo unspecified) | -12 | 0.11 | -1 | -11 | -16 | 1 | 10 | -4 | -16 |
| 42 | O=C1c2ccccc2C(O)(Cc2ccccc2)N1C1CCCCC1 (stereo unspecified) | -19 | 0.33 | -4 | -6 | -8 | 92* | -23 | 19 | -16 |
| 43 | Cc1cccc(C)c1NC(=O)C1(NC(=O)C2CCCN2C(=O)OC(C)(C)C)CCCCC1 (stereo unspecified) | 17 | -0.028 | 10 | -6 | 12 | -4 | 47 | -23 | 17 |
| 44 | Cn1cccc1/C=N/n1c(-c2ccc(C(C)(C)C)cc2)n[nH]c1=S | -30 | 0.73 | 4 | -10 | -1 | -8 | -17 | -10 | -13 |
| 45 | O=S(=O)(NCc1cccs1)c1cccc(S(=O)(=O)N2CCCCC2)c1 | -33 | -1.2 | -3 | -8 | 9 | -8 | -3 | 32 | 13 |
| 46 | CSc1ccccc1-n1nnnc1SCC(=O)Nc1cc(C)ccc1C | -6 | 0.17 | -19 | -1 | 41 | 4 | -11 | 8 | 3 |
| 47 | Cc1cc(C)n2nc(SCC(=O)Nc3c(C)nn(-c4ccccc4)c3C)nc2n1 | -29 | -0.47 | 3 | -4 | 3 | 8 | -13 | · | 21 |
| 48 | Cc1ccc(CCNC(=O)c2coc3nc4ccccc4nc23)cc1 | -8 | · | -12 | -15 | -14 | -96 | 5 | 2 | -5 |
| 49 | CCOc1ccc(/C=N/NC(=O)Cc2csc(Nc3cccc(C(F)(F)F)c3)n2)c(OCC)c1 | -8 | 1 | 4 | -12 | -2 | -67 | 8 | -12 | -32 |
| 50 | Cc1nn(-c2ccccc2)c2c1C1(C(=O)N(C)c3ccccc31)N(c1ccccc1)C(=O)N2 (stereo unspecified) | · | 0.14 | -9 | -7 | -5 | 0 | · | 2 | 7 |

Reformatted: results already given.
Each structure is followed by: TNFa cytotox | DAT uptake mod | E coli WT exp | PLK1 kinase inh | sEH inhibitor | IL1B cytotox | VCAM1 TNFa inh | F-actin modifier | PLK1 PBD inh
26. COC(=O)c1ccc(NC(=S)NCCc2cccc(C)c2)cc1
  13 | 0.82 | 6 | -9 | 15 | -19 | 8 | -16 | 14
27. O=C(CSc1nc(-c2ccccc2)c(-c2ccccc2)[nH]1)N1CCN(S(=O)(=O)c2ccccc2)CC1
  -16 | 0.25 | -27 | -11 | -5 | -27 | -4 | -2 | 2
28. O=C(Nc1cccnc1)c1cccs1
  51 | -0.03 | 1 | -10 | -1 | -18 | 25 | -36 | -2
29. OCCN(Cc1ccccc1)Cc1ccc(C(F)(F)F)cc1
  -21 | 0.24 | 14 | -8 | -1 | 11 | 9 | -3 | -3
30. O=C(CSc1nnc(-c2cccs2)n1CC1CCCO1)c1cc2ccccc2o1 (stereo unspecified)
  -13 | · | 3 | -22 | -7 | -7 | 2 | 12 | -30
31. CCCCN1C(=O)CC(N2CCOCC2)C1=O (stereo unspecified)
  -11 | -0.92 | 3 | -7 | 10 | 7 | 3 | -10 | -1
32. COc1ccc(CSc2nc(CSC)cc(N3CCOCC3)n2)cc1
  -19 | -0.68 | 0 | 12 | -3 | -24 | 7 | 1 | 3
33. Cc1nc2ccccc2n1S(=O)(=O)c1ccc(S(=O)(=O)N2CCCCCC2)cc1
  -10 | -0.63 | 3 | -8 | -6 | 10 | -3 | -8 | 8
34. C/C(=C\c1ccccc1)C(=O)Nc1cc(C)on1
  -6 | -0.43 | 4 | 4 | -1 | -1 | 30 | · | 22
35. COc1cccc(Nc2ncnc3c2cnn3-c2cccc(C)c2)c1
  -11 | -0.13 | -6 | -15 | 4 | -9 | -14 | 6 | 15
36. Cc1ccccc1NC(=O)Cn1nc(C(F)(F)F)cc1C1CC1
  -8 | -0.25 | 7 | -5 | -7 | 4 | -54 | 3 | 1
37. CC(C)(C)C1CCc2c(sc3c2C(=O)NC(c2ccco2)N3)C1 (stereo unspecified)
  -13 | 0.28 | 3 | -13 | -12 | -6 | 12 | -6 | -7
38. O=C(NCc1ccc(F)cc1)C1C2C=CC3(CN(Cc4cccnc4)C(=O)C13)O2 (stereo unspecified)
  -12 | -0.095 | 0 | -8 | -14 | 12 | 4 | 11 | -20
39. CCCc1cc(=O)[nH]c(SCC(=O)NC2CCCCC2)n1
  -49 | -0.069 | 0 | -27 | 4 | -25 | 28 | 26 | -8
